Screening results as filed in PubChem.
Eya2 inh: qHTS Assay for Inhibitors of the Phosphatase Activity of Eya2. AID 488837, 2010. recombinant Eya2, OMFP fluorescence dephosphorylation (OMFP is methylfluorescein phosphate). Potency, µM (titrated, usually from 76.9 µM), without a hit: top-dose activity, negative = inhibition, most hits filed as inhibitors. 330,000 compounds, 0.006% hits; further: potency means the concentration at half of the fitted maximal effect
Target sequence (O00167 whole entry, looked up): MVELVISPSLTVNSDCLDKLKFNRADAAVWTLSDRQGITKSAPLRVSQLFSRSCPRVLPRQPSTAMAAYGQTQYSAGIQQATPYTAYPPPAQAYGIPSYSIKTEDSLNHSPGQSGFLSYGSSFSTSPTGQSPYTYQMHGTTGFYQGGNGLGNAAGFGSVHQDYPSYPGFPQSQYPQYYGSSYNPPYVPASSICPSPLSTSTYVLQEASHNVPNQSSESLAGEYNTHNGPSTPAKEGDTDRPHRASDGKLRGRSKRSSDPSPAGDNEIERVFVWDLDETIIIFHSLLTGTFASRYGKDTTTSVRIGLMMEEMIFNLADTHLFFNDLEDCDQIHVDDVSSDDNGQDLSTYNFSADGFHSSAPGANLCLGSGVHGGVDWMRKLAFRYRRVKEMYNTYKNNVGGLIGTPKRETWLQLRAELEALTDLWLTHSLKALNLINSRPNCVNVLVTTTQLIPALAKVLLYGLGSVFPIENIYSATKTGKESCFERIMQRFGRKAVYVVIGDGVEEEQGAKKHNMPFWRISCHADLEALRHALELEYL
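Eya2 (0.2 uM) preincubated 10 min at ambient with compound, then OMFP substrate added at 50 uM; 10 min reaction in 50 mM HEPES pH 7.5, 50 mM NaCl, 5 uM MgCl2, 0.05% BSA, 1 mM DTT. Fluorescence read at Ex 485/Em 525 nm.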
uPA surface inh: qHTS for Inhibitors of Cell Surface uPA Generation; 330,000 compounds, 0.31% hits; Potency, µM (titrated, usually from 38.3 µM), without a hit: top-dose activity change, negative = inhibition, actives largely listed as inhibitors; cell surface uPA generation assay, qHTS; active means well fitted inhibition curve with a large enough effect; inconclusive means small, poorly fitted or top-dose-only effect; inactive means no such curve, though single readings can be large or run the other way; tested in mouse RAW 264.7 cells; further: potency means the concentration at half of the fitted maximal effect; nearly all actives have a fitted effect of over 55% in size
GALK inhibitor: qHTS Assay for Inhibitors of Human Galactokinase (GALK) | 270,000 compounds, 0.007% hits | Potency, µM (series often up to 57.5 µM), for inactives: at the top dose activity change, negative = inhibition, usual class: inhibitors | Purified GALK, Kinase-Glo residual ATP luminescence | P51570; further: potency means the concentration at half of the fitted maximal effect
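ATP-depletion format; final 35 uM ATP, 100 uM D-galactose, 5 nM enzyme; pH 8.0 HEPES/Mg2+ buffer; 60 min RT; luminescence read 10 min after detection reagent.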
hERG WT inh: qHTS for Inhibitors of KCHN2 3.1: Wildtype qHTS | U2OS, BacMam KCNH2, thallium flux FluxOr; hits give low values | AID 720551, 2013 | 340,000 compounds, 0.37% hits | activity change, % at 1.84 µM;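 active means maximum activity change below -70%; inconclusive means maximum activity change between -70% and -50%; inactive means maximum activity change above -50%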
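U2OS cells were transduced with wild-type KCNH2 virus (2.03 x 10^8 / mL) for 4 h at room temperature, then cultured overnight at 37 C. Thallium flux was read with FluxOr dye. Rate constants were normalized to DMSO controls.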
Giardia killer: Small Molecules that selectively kill Giardia lamblia: qHTS. Giardia lamblia trophozoite viability. activity change, % at 7.66 µM, hits read low. AID 540267, 2011. 340,000 compounds, 0.15% hits; in the data active means activity change below about -80%; inconclusive means between about -30% and that limit;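 further: parasites exposed to compound for two days anaerobically before the ATP read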
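Luminescence from cellular ATP indicates surviving trophozoites (100 cells/well) following 48 hrs anaerobic compound treatment at 37 deg C; signal develops 15-30 min at room temperature.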
USP2a inh: qHTS Assay for Inhibitors of Ubiquitin-specific Protease USP2a Using CHOP2 as the Reporter | Ubiquitin carboxyl-terminal hydrolase 2 (Homo sapiens), O75604 | USP2 core, Ub-CHOP2 coupled fluorogenic reporter, 485/531 | Potency, µM (titrated, usually from 38.3 µM), inactives show at the top dose activity change, negative = inhibition, hits mostly inhibitors | 330,000 compounds, 0.01% hits;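 further: potency means the concentration at half of the fitted maximal effect; plate controls were DMSO wells for no effect and full inhibition by NEM control for full effect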
Target sequence (O75604 whole entry, looked up): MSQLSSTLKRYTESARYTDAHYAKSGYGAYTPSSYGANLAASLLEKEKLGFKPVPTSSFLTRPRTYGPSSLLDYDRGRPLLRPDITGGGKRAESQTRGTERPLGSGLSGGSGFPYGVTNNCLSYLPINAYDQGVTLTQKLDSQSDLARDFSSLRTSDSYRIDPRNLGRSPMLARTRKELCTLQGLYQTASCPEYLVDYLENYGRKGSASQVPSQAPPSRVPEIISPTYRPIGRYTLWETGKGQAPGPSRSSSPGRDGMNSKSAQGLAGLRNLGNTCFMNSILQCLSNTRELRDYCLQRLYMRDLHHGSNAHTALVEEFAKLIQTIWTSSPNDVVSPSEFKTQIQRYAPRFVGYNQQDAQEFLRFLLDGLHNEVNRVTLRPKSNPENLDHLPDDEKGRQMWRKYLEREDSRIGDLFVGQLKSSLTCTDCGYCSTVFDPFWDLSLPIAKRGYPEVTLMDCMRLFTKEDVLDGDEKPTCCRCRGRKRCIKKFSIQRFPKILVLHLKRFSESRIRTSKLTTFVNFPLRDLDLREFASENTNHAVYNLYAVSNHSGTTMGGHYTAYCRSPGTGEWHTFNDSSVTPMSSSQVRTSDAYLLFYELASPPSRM
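USP2 core (10nM final) preincubated 30min RT with compound in 20mM Tris-HCl pH 8.0, 2mM CaCl2, 2mM beta-mercaptoethanol, 0.05% CHAPS; 25nM Ub-CHOP2 plus 25nM reporter substrate added, fluorescence (Ex485/Em531) read after 60min.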
FBPA coupling cs: qHTS Assay for Inhibitors of Fructose-1,6-bisphosphate Aldolase from Giardia Lamblia: Coupling assay counterscreen. coupling enzyme system counterscreen, AmpLite Red fluorescence. activity change, negative = inhibition, % at 58.2 µM, hits read low. 290,000 compounds, 0.67% hits; in the data active means activity change below about -30%
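Final compound at 57.5 uM, incubated 10 min at RT with coupling enzyme reagent (glyceraldehyde-3-phosphate), then 20 min with substrate and AmpLite Red detection. Fluorescence read at 525/598 nm; tests interference with the coupling assay, not aldolase inhibition.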
PKM2 activator: qHTS Assay for Activators of Human Muscle isoform 2 Pyruvate Kinase; Pyruvate kinase PKM (Homo sapiens), P14618; purified PKM2, Kinase-Glo ATP luminescence, activation; response scale: 0% is enzyme alone, no compound; Potency, µM (top dose mostly 57.5 µM), for inactives: at the top dose activation, most hits filed as activators; 260,000 compounds, 0.34% hits; further: potency means the concentration at half of the fitted maximal effect; nearly all actives have a fitted effect of over 55% in size
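Purified hPK-M2 (>95% pure) converted ADP (0.1 mM final) to ATP with 0.5 mM PEP in 50 mM imidazole pH7.2, KCl, MgCl2, Tween 20, BSA; 1 h at room temperature. ATP detected by Kinase-Glo luminescence.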
KCNH2 3.1 inh: qHTS for Inhibitors of KCHN2 3.1: Mutant qHTS. Potassium voltage-gated channel subfamily H member 2, brain isoform KCNH2 3.1 (human). U2OS KCNH2 3.1, thallium flux FluxOr; hits give low values. activity change, % (tested at about 1.8 µM). 340,000 compounds, 0.95% hits;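 active means maximum activity change below -70%; inconclusive means maximum activity change from -70% to -50%; inactive means maximum activity change above -50%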;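 further: thallium influx rate constant from kinetic fluorescence after stimulation buffer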
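FluxOr-based Tl+ influx in U2OS cells transduced with KCNH2 3.1 virus; rate constants normalized to DMSO controls.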
B2AR arrestin: qHTS assay of beta-arrestin-biased ligands of beta2-adrenergic receptor | beta-arrestin recruitment to beta2AR, cell-based reporter | Potency, µM (top dose mostly 46.1 µM), for inactives: at the top dose activation, usual class: activators | Beta-2 adrenergic receptor (Homo sapiens), P07550 | 330,000 compounds, 0.02% hits;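 further: potency means the concentration at half of the fitted maximal effect; 0% = DMSO controls and full agonism = EC100 isoproterenol or metaproterenol; nearly all actives have a fitted effect of over 65% in size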
Chronic BCR inh: qHTS Assay to Find Inhibitors of Chronic Active B-Cell Receptor Signaling. Potency, µM (titrated, usually from 46.1 µM), inactives show at the highest dose ratio change, negative = lower green/red ratio, most hits filed as inhibitors. 340,000 compounds, 0.05% hits. ABC-DLBCL IkBa-CBG/CBR reporter, luminescence ratio, 4 h. AID 493014, 2011; active means well fitted inhibition curve with a large enough effect in the signal ratio, with a control signal flat, not every such curve was filed as active; inconclusive means small, poorly fitted or top-dose-only effect, or effect the other way, or a change in a side signal; the % refers to the signal ratio;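 further: potency means the concentration at half of the fitted maximal effect; plate controls were basal doxycycline-induced cells for no effect and cells given 10 µM MG132 for full effect; MG132 reads +100%, hits lower the ratio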
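TMD8 human ABC-DLBCL cells with doxycycline-inducible IκBα–green luciferase fusion and unfused red luciferase, in 0.5% FBS medium; compounds up to 46 uM, 4 h at 37C. Green/red luminescence ratio, filter-overlap corrected, fitted to concentration-response curves.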
Starred values were filed as active, the others as inactive; ? = inconclusive; . = not tested or not shown; [ ] = remark or other dose. Unless noted, the call rests on the fitted dose curve; in most records, active means well fitted curve in the direction sought with a large enough effect; inconclusive means small, poorly fitted or top-dose-only effect, or another doubt; inactive means no such curve, though single readings can be large; an effect the other way counts as inactive or inconclusive. Unless noted, on the % scale 0 is the no-effect control and ±100 the full control effect.

SMILES	Eya2 inh	uPA surface inh	GALK inhibitor	hERG WT inh	Giardia killer	USP2a inh	FBPA coupling cs	PKM2 activator	KCNH2 3.1 inh	B2AR arrestin	Chronic BCR inh
N#CCC(=O)N/N=C/c1cn(Cc2ccc(Cl)cc2Cl)c2ccccc12	5%	-4%	-1%	1	-7	0%	2	3%	-7	-1.1%	4%
COc1ccc(-c2cn3c(C)c(C(=O)N4CCN(c5ccccc5F)CC4)sc3n2)cc1	?	10%	.	-8	10	1%	-2	0%	-21	-0.1%	?
COc1cccc(NC(=O)Cn2c(-c3cncs3)nc3ccccc32)c1	-5%	-4%	-1%	2	1	1%	-1	-7%	-40	-0.4%	-3%
CN(Cc1ccccc1Cl)C(=O)CNC(=O)C12CC3CC(CC(C3)C1)C2	-1%	5%	.	-9	11	5%	.	.	6	-0.2%	-4%
COc1ccc(C(=O)NCCCN2CCN(CCCNC(=O)c3ccc(OC)c(OC)c3)CC2)cc1OC	-21%	2%	.	-5	-1	1%	.	.	-3	0.1%	-9%
CCN(CC)C(=O)[C@H]1CC(CC(=O)NCc2cccc(C(F)(F)F)c2)C(=O)N2CCc3c([nH]c4ccc(OC)cc34)[C@]12C (some centres not stated)	-6%	-17%	.	-3	-19	-1%	.	.	-30	2.4%	-5%
NC(=O)Cn1nc2sc3ccccc3n2c(=O)c1=O	-4%	.	0%	.	.	1%	0	7%	.	2.9%	0%
COc1ccc(N=C2S/C(=C\c3cc(C)n(C)c3C)C(=O)N2C)cc1	8%	-6%	-6%	-6	-8	1%	-8	13%	-3	0.2%	?
O=C(O)C1=C(OCc2ccccc2)C(=O)NCC1	8%	4%	0%	0	-7	0%	1	-5%	-33	-0.3%	7%
O=C(CN1CCc2ccccc2C1)Nc1cccc(S(=O)(=O)N2CCOCC2)c1	10%	-1%	.	-20	40[activator]	-1%	.	.	7	0.5%	-4%
O=C(CSc1ncnc2[nH]ncc12)Nc1cccc(Oc2ccccc2)c1	5%	-1%	-2%	1	31[activator]	2%	1	1%	2	0.1%	?
O=C(CNCc1ccco1)Nc1cc(S(=O)(=O)N2CCOCC2)ccc1N1CCCC1	8%	-8%	-1%	9	18	-6%	-3	-2%	4	-0.1%	13%
O=C(Nc1ccncc1)c1ccc([N+](=O)[O-])cc1Cl	6%	-3%	4%	-8	4	-1%	3	.	11	0.5%	?
COc1ccc(N(CC(=O)Nc2cccnc2)S(=O)(=O)c2ccccc2)cc1OC	-2%	7%	0%	4	-8	0%	0	-2%	2	0.3%	7%
CCN(CC)C(=O)CSc1ncnc2c1nnn2-c1ccc(F)cc1	11%	0%	-1%	-2	18	0%	4	-1%	9	0.0%	-1%
COc1ccc(NC(=O)CCc2nc(-c3ccccc3F)no2)cc1	-8%	-2%	0%	1	0	0%	0	-1%	-2	0.5%	-5%
Cc1ccc(OCC(=O)Nc2ccc(S(=O)(=O)N3CCOCC3)cc2)c(C)c1	-6%	-5%	-5%	13	-20	-2%	-1	-2%	7	0.4%	-1%
Cc1ccc(Nc2nc(CSc3nnnn3C)cs2)cc1	-34%	-3%	-3%	7	-5	1%	0	1%	5	-0.2%	10%
O=C(NNC(=O)c1ccco1)c1cccc([N+](=O)[O-])c1	-16%	4%	0%	-5	3	-2%	4	1%	-1	-1.1%	-8%
C/C(=N\OCC(=O)Nc1ccccc1Br)c1cccs1	4%	-2%	1%	.	-11	5%	0	-4%	-3	0.0%	?
CS(=O)(=O)c1ccc(C(=O)Nc2ccccc2Cl)cc1	3%	0%	11%	8	-24	-1%	3	7%	13	0.5%	-5%
CC(C(=O)N(C)Cc1cccc(F)c1)N1CCN(S(=O)(=O)c2ccc3c(c2)OCCCO3)CC1 (configuration not stated)	-23%	-4%	.	3	-20	1%	.	.	11	-0.2%	-1%
O=C(NCc1cccs1)c1cc2c(s1)-c1ccccc1OC2	-3%	-18%	-2%	13	23	2%	0	13%	-21	3.7%	?
N/C(=N\N=C\c1ccc(O)c(O)c1)c1nonc1N	12%	-6%	1%	-3	-10	4%	0	-7%	-9	0.2%	?
Cc1ccccc1OCC(=O)OCC(=O)Nc1ccc(Cl)cn1	4%	-4%	.	0	3	-1%	.	.	-2	0.0%	?
CC1c2cc3c(cc2CCN1C(=O)c1ccc(Cl)cc1)OCCCO3 (configuration not stated)	0%	-5%	3%	2	5	0%	.	.	-4	0.1%	-16%
Cc1ccc(C(=O)Nc2nc3ccc(S(C)(=O)=O)cc3s2)cc1C	-1%	3%	-2%	0	-4	0%	6	.	6	0.0%	1%
COC(=O)CC1=NN(c2ccccc2)C(=O)/C1=C\c1ccc(OC)cc1	-13%	4%	.	-26	-12	0%	1	22%	24	-0.2%	2%
CCCCOc1ccc(C(O)C(CN2CCOCC2)c2ccccc2)cc1 (configuration not stated)	-28%	0%	-1%	7	18	-2%	-1	6%	-6	-0.9%	-8%
COc1ccc(C(=O)Nc2ccc(Br)cn2)cc1S(=O)(=O)N1CCOCC1	12%	12%	.	65	-10	3%	.	.	-9	-0.1%	8%
CN(C)c1ccc(NC(=O)C(=O)NCCOc2ccccc2)cc1	5%	-3%	-1%	-8	15	5%	-1	0%	-2	0.1%	0%
Cc1ccccc1NC(=S)NCC1CCN(C(C)c2ccccc2)C1 (configuration not stated)	-10%	0%	-1%	-10	-21	1%	2	1%	5	0.2%	-6%
C=CCOc1ccc(C[C@H](N)C(=O)NC[C@H]2O[C@@H](n3cnc4c(N)ncnc43)[C@H](O)[C@@H]2O)cc1	7%	5%	.	0	26	2%	.	.	13	-0.3%	-2%
CCCn1nnnc1SCC(=O)Nc1ccc(F)cc1	7%	5%	2%	-5	7	-2%	3	3%	-14	0.1%	0%
O=C1C2C3C=CC(C4CC34)C2C(=O)N1c1cccc2ccccc12 (configuration not stated)	-9%	-17%	0%	28	7	-2%	-2	0%	1	-0.9%	1%
CCOC(=O)c1ccccc1NC(=O)CSc1nc(N)cc(N)n1	5%	-5%	0%	-6	22	2%	4	7%	-3	0.1%	-8%
Cc1cccc(NC(=O)c2cc3ccccc3o2)c1	4%	.	1%	-5	5	1%	-14	-48%	-6	0.4%	?
Cc1noc(C)c1COc1ccccc1C(=O)N1CCN(S(=O)(=O)c2cccc(Cl)c2)CC1	29%	-4%	.	-22	-20	1%	.	.	1	0.1%	2%
COc1cc(OC)c(S(=O)(=O)NC(C)C)cc1S(=O)(=O)NC(C)C	-16%	1%	8%	-3	-15	6%	0	-1%	-4	0.0%	-7%
Cc1ccc(OCC(=O)Nc2cc(S(=O)(=O)N3CCOCC3)ccc2Cl)c([N+](=O)[O-])n1	1%	1%	1%	-2	?	10%	-1	0%	19	-0.2%	0%
O=C1CCCc2[nH]c(-c3ccccc3)nc21	3%	4%	7%	-25	2	0%	4	-1%	.	-0.3%	?
O=c1c2ccccc2nc(-c2ccco2)n1/N=C/c1ccccc1O	-20%	-6%	0%	3	-6	4%	1	?	-1	0.0%	1%
O=C(NNC(=O)C1CCN(S(=O)(=O)c2ccc(Cl)cc2)CC1)c1ccncc1	6%	1%	0%	-1	18	0%	0	-9%	-3	-0.5%	-6%
CCn1c(COc2ccc(Cl)cc2)nnc1SC1CCc2ccccc2C1=O (configuration not stated)	2%	-1%	0%	8	16	3%	-8	1%	-1	-0.2%	0%
CC(C)CCn1c(CN2CC(C)OC(C)C2)nc2c1c(=O)n(C)c(=O)n2C (configuration not stated)	3%	0%	.	-5	13	-2%	1	-23%	17	0.1%	15%
O=C(NC1CC(=O)N(c2cccc(F)c2)C1)C(=O)c1c[nH]c2ccccc12 (configuration not stated)	6%	-5%	.	-6	-13	0%	.	.	1	0.1%	?
Nc1ccccc1C(=O)NC12CC3CC(CC(C3)C1)C2	6%	21%	3%	3	-21	1%	1	-2%	1	-0.5%	-1%

Already shown: 2 of the compounds above.
SMILES	Eya2 inh	uPA surface inh	GALK inhibitor	hERG WT inh	Giardia killer	USP2a inh	FBPA coupling cs	PKM2 activator	KCNH2 3.1 inh	B2AR arrestin	Chronic BCR inh
O=C1CCCc2[nH]c(-c3ccccc3)nc21	3%	4%	7%	-25	2	0%	4	-1%	.	-0.3%	?
O=c1c2ccccc2nc(-c2ccco2)n1/N=C/c1ccccc1O	-20%	-6%	0%	3	-6	4%	1	?	-1	0.0%	1%

Compounds as they come. About 2.4% of those tested had a hit in this group.
